Polio RdRp inh: inhibitors of poliovirus RNA polymerase binding and polymerization; 150,000 tested, 0.66% active; AID 588519; poliovirus polymerase elongation, fluorescence polarization; hits give low values; % elongation, % (compound at 16.7 µg/mL); in the data active = % elongation below about 90%; also: some results filed as inactive read as strong as hits
Target sequence (P03300 1749-2209 limits assumed): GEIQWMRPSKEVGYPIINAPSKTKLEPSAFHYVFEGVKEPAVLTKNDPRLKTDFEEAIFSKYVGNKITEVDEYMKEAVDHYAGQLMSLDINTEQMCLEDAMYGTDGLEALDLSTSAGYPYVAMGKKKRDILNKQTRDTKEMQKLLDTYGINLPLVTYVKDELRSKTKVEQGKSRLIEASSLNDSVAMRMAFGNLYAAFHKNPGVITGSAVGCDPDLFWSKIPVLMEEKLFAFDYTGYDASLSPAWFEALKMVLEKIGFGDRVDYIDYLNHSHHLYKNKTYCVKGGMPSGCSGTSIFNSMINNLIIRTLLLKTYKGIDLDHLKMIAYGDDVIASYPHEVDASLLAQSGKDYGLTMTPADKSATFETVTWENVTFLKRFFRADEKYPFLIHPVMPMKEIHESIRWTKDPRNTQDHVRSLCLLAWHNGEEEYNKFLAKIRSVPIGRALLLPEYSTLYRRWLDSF
Polio RdRp inh FP z-score: further read-out of Polio RdRp inh, marked with its call; z-score; measured here: FP z-score; hits read low
* hit, by the source's call. Only part of the results is shown; count on the stated rates, not on these rows.

Preview (six entries):
Under each structure: Polio RdRp inh FP z-score	Polio RdRp inh
> CC(CCc1ccccc1)NC(=O)c1cccs1 (configuration not stated)
 : 0.9	103
> S=C(NCCCN1CCOCC1)N1CCN(c2ccccc2)CC1
 : 0.4	103
> CC1CCN(CCCNC(=O)CN2C(=O)CSc3ccc(S(=O)(=O)N4CCOCC4)cc32)CC1
 : 0.1	111
> O=C(NCc1ccco1)NNc1nc2c(-c3ccccc3)nnn2c2ccccc12
 : 0.1	101
> CN1/C(=C2\C=NN(C)P2(=S)N2CCCC2)C(C)(C)c2ccccc21 (configuration not stated)
 : 0.7	109
> N#CCOC(=O)/C=C/c1ccc2c(c1)OCO2
 : 0	101

Results, previewed entries included:
Under each structure: Polio RdRp inh FP z-score	Polio RdRp inh
> CC(CCc1ccccc1)NC(=O)c1cccs1 (configuration not stated)
 : 0.9	103
> S=C(NCCCN1CCOCC1)N1CCN(c2ccccc2)CC1
 : 0.4	103
> CC1CCN(CCCNC(=O)CN2C(=O)CSc3ccc(S(=O)(=O)N4CCOCC4)cc32)CC1
 : 0.1	111
> O=C(NCc1ccco1)NNc1nc2c(-c3ccccc3)nnn2c2ccccc12
 : 0.1	101
> CN1/C(=C2\C=NN(C)P2(=S)N2CCCC2)C(C)(C)c2ccccc21 (configuration not stated)
 : 0.7	109
> N#CCOC(=O)/C=C/c1ccc2c(c1)OCO2
 : 0	101
> c1ccc(CNCc2ccccn2)cc1
 : 0.8	104
> c1cc(OCc2nc3ccccc3s2)cc(-n2cnnn2)c1
 : -0.3	99
> O=C(CN1CSCC1=O)Nc1ccc(I)cc1
 : 0.4	101
> N#Cc1ccc(C2SCCCS2)cc1
 : 0.1	105
> Cc1ccc(Cn2c(CNS(=O)(=O)c3c(C)cc(C)cc3C)nc3cccnc32)cc1
 : 0.3	109
> O=C(Cn1nnc(-c2cc(C(F)(F)F)cc(C(F)(F)F)c2)n1)c1ccc(Cl)cc1
 : 0.5	107
> O=C(Cc1cccs1)N(c1ccccc1)C1C=CS(=O)(=O)C1 (configuration not stated)
 : -0.5	101
> CON(C)S(=O)(=O)c1cccc(C(=O)Oc2ccc(-c3nnco3)cc2)c1
 : -1.1	96
> Cc1ccc(-n2ncc3c(NCc4ccc5c(c4)OCO5)ncnc32)cc1
 : 0.4	102
> O=C(On1c(-c2ccccc2)cc2ccccc21)c1ccco1
 : -0.3	100
> COc1ccc(S(=O)(=O)N(Cc2cc3cc4c(cc3n3nnnc23)OCO4)C2CCCCC2)cc1
 : 0.4	103
> O=S(=O)(c1ccc(Br)cc1)c1nc(-c2ccco2)oc1SCc1ccccc1F
 : -1.1	102
> c1ccc(Cn2c(SCCOc3ccccc3)nnc2-c2ccco2)cc1
 : -0.6	99
> Cc1ccc(Cl)cc1N1CCN(c2nc3ccc(C(=O)c4ccccc4)cc3n3cnnc23)CC1
 : 0.2	107
> C#CCn1c(=NC(=O)C2COc3ccccc3O2)sc2cccc(OC)c21 (configuration not stated)
 : -0.7	98
> O=C(Nc1ccc(N2CCN(Cc3ccccc3)CC2)cc1)Nc1ccc(C(F)(F)F)cc1
 : -0.5	101
> CCOC(=O)N1CCC(NC(=O)c2ccc3c(c2)C(=O)N(C2CCN(C(=O)OCC)CC2)C3=O)CC1
 : -0.2	100
> CC(=O)n1c(=O)c2ccccc2c(=O)n1-c1ccccc1
 : -0.9	98
> COCC(=O)Nc1cccc(NC(C)=O)c1
 : 0	101
> Cn1c(C2CC(=O)N(Cc3cccs3)C2)nc2ccccc21 (configuration not stated)
 : -2.8	97
> O=C(O)CCC(=O)Nc1ccc(Cc2ccncc2)cc1
 : -0.1	101
> CCn1c2ccccc2c2nc3cc(C(=O)O)ccc3nc21
 : -1.4	93
> CCN1C(=O)CC(Sc2ccccc2N)C1=O (configuration not stated)
 : 1	104
> Cc1ccc(OCc2nn(CN3CCC4(CC3)OCCO4)c(=S)n2C)cc1C
 : 0	102
> CC(CN1CCCC1)OC(=O)c1ccccc1Cl (configuration not stated)
 : 0.1	105
> O=C(CN1C(=O)c2ccccc2C1=O)Nc1nccs1
 : 0.4	104
> CN1N=C(c2cccs2)CSC1=NCc1ccccc1
 : 0.2	103
> Cc1ccc(C(=O)N2N=C3c4ccccc4S(=O)(=O)N3C2N2CCCCC2)cc1 (configuration not stated)
 : -0.2	101
> COc1ccc(C2C3(C#N)C(N)=NC4(OCCO4)C23C#N)cc1 (configuration not stated)
 : 0.2	102
> CCC(C)(C)NC(=O)C1CCN(S(=O)(=O)c2c(C)noc2/C=C/c2ccc(C)cc2)CC1
 : -0.2	105
> O=S1(=O)CCC(SCc2nnc(-c3ccccc3)o2)C1 (configuration not stated)
 : -0.9	100
> Cc1cc(C)cc(NC(=O)C2(c3cccs3)CCOCC2)c1
 : 0.4	109
> Cc1ccc(C)c(NC(=O)Cn2c(=O)ccc3cc(S(=O)(=O)N4CCCC4)ccc32)c1
 : -0.9	104
> Cc1cccc(OCCOc2ccc(Br)cc2/C=C2\SC(=S)NC2=O)c1
 : -0.2	101
> COc1cccc(NC(=O)c2c(Cl)nc3sccn23)c1
 : 1	104
> O=C(NC1CCN(Cc2ccccc2)CC1)c1cn(-c2ccccc2)nc1-c1cccs1
 : 0.2	105
> CSCc1c(C(=O)Nc2ccc(NC(C)=O)cc2)oc2ccccc12
 : -0.1	103
> CC(=O)c1ccc(NC(=O)c2cc(C)nn2-c2ccccc2)cc1
 : 2.5	113
> CCOc1ccc(-c2cc(NC(=O)c3noc4c3CCCCC4)on2)cc1OCC
 : 0.7	106
> CCOc1ccc(S(=O)(=O)NCC(c2cccs2)S(=O)(=O)c2ccc(C)cc2)cc1 (configuration not stated)
 : 0.4	108
> O=C1OC(c2ccccc2)=C/C1=C/N1CCOCC1
 : 0	102
> CCOc1ccc(CNc2nc3nc(C)c(Cc4ccccc4)c(=O)n3[nH]2)cc1
 : -0.1	113
> CC(=O)N1CCN(c2csc3ccc(Cl)cc3c2=O)CC1
 : 1	110
> CCc1ccc(OC)c(-c2csc(N)n2)c1
 : -0.4	101
> Cc1noc(C)c1COc1ccccc1C(=O)N1CCCc2ccccc21
 : 0.5	106
> CC(OC(=O)CSc1nc2ccccc2o1)C(=O)Nc1ncc(Cl)cc1Cl (configuration not stated)
 : 0.4	106
> Cc1nn2c3c(cnc2c1-c1ccccc1)C(=O)CC(C)(C)C3
 : 0	104
> Fc1ccc(CN=Cc2cc3ccccc3nc2Cl)cc1
 : -5.7	43
> CCCCNC(=O)c1cnn2c(C)c(Cc3c(F)cccc3Cl)c(C)nc12
 : 1	114
> O=C(/C=C\c1cn(-c2ccccc2)nc1-c1cccs1)N1CCCCC1
 : -1.3	99
> CC(NC(=O)CSC1=NCCS1)c1ccccc1 (configuration not stated)
 : -0.8	99
> NC(=O)C(CNS(=O)(=O)c1ccc(Cl)cc1)Sc1ncccn1 (configuration not stated)
 : -1	99
> CCOC(=O)C1=C(CC)Nc2ccccc2N=C1NC(=O)c1cccc(S(=O)(=O)N2CCCC2)c1
 : 0.4	108
> CCOC(=O)c1ccc(Nc2nc(N)c3cc(OC)c(OC)cc3n2)cc1
 : -1.1	101

Continuation.
Under each structure: Polio RdRp inh FP z-score	Polio RdRp inh
> Cc1ccc(C(=O)NC(C)c2ccncc2)cc1 (configuration not stated)
 : 0.4	103
> CN(Cc1c(F)cccc1Cl)Cn1nnc(-c2ccccc2)n1
 : -0.4	99
> O=C(NCC1CCCO1)c1ccccc1NS(=O)(=O)c1cccs1 (configuration not stated)
 : 0.6	104
> CCOc1ccc2ccccc2c1/C=C(\C#N)C(=O)NCc1ccco1
 : 0.3	101
> O=C1CC(c2cccc(Br)c2)n2ncnc2N1 (configuration not stated)
 : -0.2	100
> CNC(=O)Cc1coc2ccc3ccccc3c12
 : 0.3	103
> NNc1ncc(Cl)cc1C(F)(F)F
 : 0.3	103
> Clc1ccccc1CNCCCSc1nnnn1-c1ccccc1
 : -0.6	104
> CCN(CC)C(=O)c1sc2c(c1C)c(=O)n(-c1ccc(C)c(C)c1)c(=O)n2Cc1cccc(Cl)c1
 : -0.8	103
> CC1CCCCN1C(=O)C12CCC(C)(C(=O)C1)C2(C)C (configuration not stated)
 : -0.3	99
> Cc1ccc(Nc2c(-c3c[nH]c4ccccc34)nc3cc(C)ccn23)cc1
 : 0.9	110
> NC(=O)Cn1nc(C(F)(F)F)c2c1CCCC2
 : 0.3	106
> Cc1ccc2nc(SCC(=O)Nc3ccc(C#N)cc3)[nH]c2c1
 : 0.1	103
> CNC(=O)Cn1nc(-c2ccc(Cl)cc2)c2ccccc2c1=O
 : -0.3	109
> N#CC1=CS/C(=C2\C(=O)NN(c3ccccc3)C2=O)SC1=N
 : -0.4	99

3 entries out of the list, ordered by heavy-atom count, smallest number first.
Under each structure: Polio RdRp inh FP z-score	Polio RdRp inh
> NNc1ncc(Cl)cc1C(F)(F)F
 : 0.3	103
> CN(Cc1c(F)cccc1Cl)Cn1nnc(-c2ccccc2)n1
 : -0.4	99
> Cc1ccc(Nc2c(-c3c[nH]c4ccccc34)nc3cc(C)ccn23)cc1
 : 0.9	110

Carrying on:
Under each structure: Polio RdRp inh FP z-score	Polio RdRp inh
> O=C(O)c1cccc(N2C(=O)/C(=C\C=C\c3ccco3)SC2=S)c1
 : -0.3	101
> Cc1ccc2c(Cl)cc(Cl)c(OCC(=O)NCc3ccco3)c2n1
 : 0.7	104
> COc1ccc(CC(=O)N=c2sc3cc(Cl)ccc3n2C)cc1
 : 0.5	102
> COc1ccc(-n2c(C)nc3cc(C(=O)NC4CCCCCC4)ccc32)cc1
 : 0	104
> CCNc1ccc(P(=O)(CC)CC)cc1
 : 0.1	102
> C=CCNC(=O)COc1cc(C)c(Cl)c(C)c1
 : 0.2	103
> CSC1=NC2(CCN(C(=O)NC3CCCCC3)CC2)N=C1c1ccc(C(C)(C)C)cc1
 : -1.1	103
> C#CCOC(=O)Nc1cnc(OC)c(C(F)(F)F)c1
 : 0.3	103
> O=C(CSc1nc2ccccc2c(=O)n1CCc1ccccc1)NCCc1ccccc1
 : 0.6	104
> CC(CN1CCCCC1)OC(=O)c1cccs1 (configuration not stated)
 : 0	104
> CCc1ccccc1NC(=O)N1CCN(C(=O)c2nsc3ccccc23)CC1
 : -1.2	102
> Cc1cc(C)n(CCCNC(=O)CSc2nc(-c3ccccc3)c(-c3ccccc3)o2)n1
 : 0.3	105
> N=c1n(CCN2CCCCC2)c2ccccc2n1CC(O)c1cccs1 (configuration not stated)
 : -0.6	99
> Fc1ccccc1N1CCN(Cn2nc(-c3ccco3)oc2=S)CC1
 : -0.5	100
> CCN1CCN(C(=O)CC#N)CC1
 : -0.1	102
> Cc1ccc(NC(=O)CN(C)S(=O)(=O)c2ccc3[nH]c4c(c3c2)CCCC4)c(Cl)c1
 : 1.4	112
> COc1ccc(OCC(=O)N2c3ccccc3Sc3ccccc32)cc1
 : 0.7	104
> CCc1ccc(NC(=O)C(=O)NCC(c2cccnc2)N2CCc3ccccc3C2)cc1 (configuration not stated)
 : -0.6	106
> CCc1ccc(Sc2cc(C(=O)NCC3CCCO3)c3ccccc3n2)cc1 (configuration not stated)
 : -1.1	100
> COc1cc(C2CC(=O)c3c([nH]c(C(=O)OC4CCCCC4)c3C)C2)cc(OC)c1OC (configuration not stated)
 : 0.3	105
> CC(CCc1ccccc1)NC(=O)c1n[nH]c2c1CCCC2 (configuration not stated)
 : -0.1	103
> N#Cc1c(/N=C/c2c[nH]c3ccccc23)oc(-c2ccccc2)c1-c1ccccc1
 : 1.8	104
> O=C(CN1C(=O)/C(=C\c2cccc(Cl)c2)Oc2ccccc21)NCCN1CCCC1
 : 0.1	101
> CCN1CCCC1CNC(=S)NCc1ccccc1 (configuration not stated)
 : -0.5	99
> O=c1cc(-c2ccc(-c3ccccc3)cc2)[nH][nH]1
 : 0.1	101
> Cc1ccc(N2CCN(S(=O)(=O)c3nnc(NC(=O)c4ccccc4)s3)CC2)cc1
 : 0.5	110
> Cc1cccc(C)c1OCC(=O)NCc1nnc(SCC(=O)NC2CCCCC2C)n1C (configuration not stated)
 : -0.7	99
> Cc1ccc(C(=O)c2coc3ccc(O)c(CN(C)C)c23)cc1
 : -0.4	99
> O=C1CCCN1CCCNc1ncnc2sccc12
 : 0.2	102
> C=CCSc1nnc2c(n1)OC(c1cccnc1)Nc1ccccc1-2 (configuration not stated)
 : -0.5	98
> COc1ccc(CCNC(=O)c2ccc(NC(=O)CC#N)cc2)cc1OC
 : 1.1	111
> CCOC(=O)Nc1ccc2c(CSc3ncccn3)cc(=O)oc2c1
 : 0.3	104
> COc1ccc(-c2noc(N3CCN(c4cccc(C)c4C)CC3)n2)cc1
 : 0.1	102
> CN1CCN(c2ccccc2NC(=O)C2CCC2)CC1
 : -1.3	97
> O=C(NCCCn1ccnc1)c1ccc(Br)c(S(=O)(=O)N2CCOCC2)c1
 : 0.1	101
> CN1CCC(OC(=O)c2cc3cc(Cl)cc(Cl)c3oc2=O)CC1
 : -0.5	98
> Cc1cc(-c2nn(C)c(=O)c3ccccc23)cc(C)c1OCC(=O)NN
 : -0.7	101
> COc1ccccc1NC(=O)c1c(NCc2sccc2C)sc2c1CCCC2
 : 0.5	103
> CCCCn1c(SC(C)C(N)=O)nc2ccccc2c1=O (configuration not stated)
 : -0.2	101
> CCc1cccc(C)c1NC(=O)Cn1c(=O)cc(C)c2c(C)nn(-c3cccc(F)c3)c21
 : -0.2	105
> C[N+]12CN3CN(CN(C3)C1)C2
 : 0.3	103
> Cc1cnc(C(=O)Nc2cc(S(C)(=O)=O)ccc2Cl)cn1
 : 0.2	103
> CCCC(=O)Nc1ccccc1-c1nnc(SC)[nH]c1=O
 : -0.3	99
> CCc1oc2ccccc2c1C(=O)c1ccc(OC(C)=O)cc1
 : 0.3	106
> Cc1ccc(C)c(N2CCN(CCCNC(=O)c3cnn(-c4cccc(Cl)c4)c3C3CCN(C(=O)OC(C)(C)C)CC3)CC2)c1
 : -0.2	106
> O=C(CC1CCCCC1)Nc1nc2ccccc2s1
 : 0.5	108
> O=C(O)CSc1ccc(S(=O)(=O)N2CCCC2)cn1
 : 0.2	105
> CCN1CCN(Cc2c(O)ccc3c(=O)c(Oc4ccccc4C(C)C)c(C(F)(F)F)oc23)CC1
 : -0.7	103
> CC(CCc1ccccc1)NC(=O)CSc1ncnc2ccccc12 (configuration not stated)
 : 0.5	102
> O=C(CSC(=S)N1CCCC1)Nc1ccccc1OC(F)F
 : 0.5	105
